Source: PubChem BioAssay (National Center for Advancing Translational Sciences (NCATS))
TRHR ag – TRH receptor (human) agonism. P34981. TRHR cells, calcium flux fluo-8, FDSS agonist mode. activation, % at 2 µM. actives 0.18% (n = 360,000). AID 493084; further: 0% is about no effect
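TRHR-expressing cells loaded with fluo-8 calcium dye; 23 nL library compound pin-transferred, kinetic FDSS fluorescence (Ex 480/Em 530) recorded about 180 s for agonist-induced calcium release, before a 10 nM TRH EC20 addition for potentiator mode.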
TRHR PAM – TRH receptor (human) allosteric enhancement; actives 0.66% (n = 360,000); enhancement, % at 2 µM; TRHR cells, fluo-8 calcium fluorescence, EC20 TRH enhancement; P34981; in the data active means enhancement above about 30%; further: 0% is about no effect
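Enhancer read-out: after compound pinning and an initial kinetic agonist-mode read, an EC20 of TRH (10 nM final) was injected and fluo-8 calcium signal (Ex 480/Em 530) followed at 1 s/cycle for 100 cycles in TRHR-expressing cells.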
D1 antag – blocks dopamine activation of the human D1 receptor | P21728 | HEK293 TREx D1 cells, calcium flux, dopamine EC80; hits give low values | activity change, negative = inhibition, % at 10 µM | actives 3.2% (n = 360,000) | AID 504652; in the data active means activity change below about -30%; further: on the % scale 0 is the no-effect control and ±100 the full control effect
Target sequence (P21728 whole entry, looked up): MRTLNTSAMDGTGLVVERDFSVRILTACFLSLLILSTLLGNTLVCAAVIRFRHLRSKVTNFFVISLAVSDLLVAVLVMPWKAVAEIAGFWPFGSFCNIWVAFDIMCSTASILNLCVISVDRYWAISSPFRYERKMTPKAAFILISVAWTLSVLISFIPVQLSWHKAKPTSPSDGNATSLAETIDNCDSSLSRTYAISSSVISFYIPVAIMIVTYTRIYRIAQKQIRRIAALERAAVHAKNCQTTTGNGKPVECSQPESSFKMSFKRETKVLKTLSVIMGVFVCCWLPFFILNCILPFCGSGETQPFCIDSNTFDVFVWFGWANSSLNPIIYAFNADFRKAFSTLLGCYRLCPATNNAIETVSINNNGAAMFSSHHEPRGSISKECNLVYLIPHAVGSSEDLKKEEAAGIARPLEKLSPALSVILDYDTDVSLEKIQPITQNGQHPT
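After overnight tetracycline induction at 30 C, force-coupled D1 HEK293 cells took up a no-wash calcium dye at room temperature. Compounds were added and monitored 180 s, and the response to EC80 dopamine was then recorded.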
D2 antag – antagonizes the human D2 dopamine receptor. P14416. HEK293 TREx D2 cells, calcium flux, dopamine EC80. inhibition, % at 10 µM. actives 2% (n = 340,000). AID 485344; in the data active means inhibition above about 30%; further: 0% is about no effect
Target sequence (P14416 whole entry, looked up): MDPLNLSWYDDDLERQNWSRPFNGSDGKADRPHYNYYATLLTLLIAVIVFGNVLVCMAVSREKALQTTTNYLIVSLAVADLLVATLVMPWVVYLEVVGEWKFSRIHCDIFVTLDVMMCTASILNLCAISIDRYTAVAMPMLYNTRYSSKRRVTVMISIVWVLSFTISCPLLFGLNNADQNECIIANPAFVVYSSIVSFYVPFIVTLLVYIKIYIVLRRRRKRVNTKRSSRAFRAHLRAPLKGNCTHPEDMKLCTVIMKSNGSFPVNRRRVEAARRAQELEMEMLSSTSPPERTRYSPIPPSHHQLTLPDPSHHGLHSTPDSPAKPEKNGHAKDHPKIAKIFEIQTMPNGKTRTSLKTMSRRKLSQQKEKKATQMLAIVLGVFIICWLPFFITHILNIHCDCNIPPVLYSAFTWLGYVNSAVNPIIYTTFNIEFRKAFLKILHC
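Inhibition of EC80 dopamine-driven calcium flux, recorded kinetically, defines activity here; cells are a tetracycline-induced HEK293 T-REx line expressing force-coupled D2.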
D2 potentiator – D2 dopamine receptor (human) potentiation; P14416; potentiation, % at 10 µM; AID 485347; actives 0.34% (n = 340,000); HEK293 T-REx D2, calcium flux, EC20 dopamine potentiation;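 active means potentiation over 3 SD above the plate norm, cut at about 30% in these data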; further: 0% is about no effect
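Using a no-wash calcium dye in inducible, force-coupled HEK293 Trex cells expressing D2, we tracked fluorescence each second for 180 s after compound, then for 180 s after EC20 dopamine to detect augmented signalling.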
D2 agonist – D2 dopamine receptor (human) agonism; P14416; HEK293 T-REx D2 cells, calcium flux agonist mode; activation, % at 2 µM; actives 0.53% (n = 340,000); AID 485358;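 active means activation over 3 SD above normal in the single-dose calcium agonist read, cut at about 30% in these data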; further: 0% is about no effect
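In this primary screen, compounds producing a positive calcium signal within 180 s of addition to tetracycline-induced, force-coupled HEK293 Trex D2 cells are flagged; cells are dye-loaded with a no-wash calcium kit beforehand.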
D1 potentiator – potentiators of human D1 dopamine receptor; AID 504651; HEK293 TREx D1 cells, calcium flux, dopamine EC20 potentiation; P21728; actives 0.036% (n = 360,000); potentiation, % at 10 µM; in the data active means potentiation above about 30%; further: 0% is about no effect
RXFP1 antagonist – blocks the human relaxin receptor RXFP1 | actives 0.59% (n = 350,000) | HEK293-RXFP1, relaxin-stimulated cAMP HTRF, 30 min; hits give low values | activity change, negative = inhibition, % at 57.5 µM;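 active means activity change of -60% or lower, but not beyond a set lower limit; inconclusive means change between -60% and -40%, or beyond the set limit; inactive means change above -40%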; further: on the % scale 0 is the no-effect control and ±100 the full control effect
D1 agonist – agonists of human D1 dopamine receptor; P21728; HEK293 T-REx D1 cells, calcium flux, agonist mode; activation, % at 2 µM; actives 1% (n = 360,000); further: 0% is about no effect
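Tetracycline-induced HEK293 TREx D1 cells, force-coupled to calcium signalling, were dye-loaded with a no-wash calcium kit. Compound was pin-added after a 10 s baseline. Fluorescence was read kinetically at 1 cycle/s for 180 s, with calcium rises flagged as agonism.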
The depositor's hits bear a star; ? = inconclusive; · = no result given. Unless noted, no stated cut-off is given here; in the data, active means activation above about 30%; inactive means the rest.

Molecule	TRHR PAM	RXFP1 antagonist	D1 potentiator	D2 antag	D1 antag	D1 agonist	D2 potentiator	TRHR ag	D2 agonist
Cc1c(NC(=O)C(C)Sc2ncnc3ccccc23)c(=O)n(-c2ccccc2)n1C (stereo not drawn)	-3	-8	4	-17	-4	3	12	0.1	0.9
CCOC(=O)COc1nc(-c2ccc(C)cc2)cc(-c2ccco2)c1C#N	4	1	-10	23	0	3	13	0.9	1.1
O=C(CN1CCCC1)NCC(=O)Nc1ccc(F)cc1	-1	8	-5	-18	6	0	2	0.3	0.4
O=C(NCCN1CCCC1)c1ccc(Br)cc1	9	-21	31*	-9	5	1	-22	0.2	-0.2
CC1CCN(C(=O)c2cc(S(=O)(=O)N3CCCCC3)c[nH]2)CC1	0	·	-9	-11	-33*	2	-6	-0.2	0.7
COc1ccc(OC)c(NC(=S)NN2CCN(C)CC2)c1	0	1	-3	-11	-1	3	-3	0.2	-0.5
Cc1ccc(S(=O)(=O)N2CCC(C(=O)C3C(=O)CC(C)(C)CC3=O)CC2)cc1	4	13	0	4	13	3	-8	-0.1	-1.5
CCOC(=O)CSC1=C(C#N)C(c2ccc(F)cc2)C(C(C)=O)=C(C)N1 (stereo not drawn)	0	9	-4	8	-4	6	-2	0.6	-2.1
CCOC(=O)N1CCN(C(=O)c2cc3n(n2)C(C(F)(F)F)CC(c2ccc4c(c2)OCO4)N3)CC1 (stereo not drawn)	-21	-5	1	6	5	6	-3	0.1	0.2
NC(=O)CC1NC(=O)c2cc([N+](=O)[O-])cc(I)c2OCCC(C(N)=O)NC(=O)[C@@H]2CCCN2C1=O (stereo partly drawn)	-2	·	-4	21	-7	-3	4	-0.1	-1.1
CC(C)NC(=O)COc1ccc(S(=O)(=O)N(C)Cc2ccccc2)cc1	-6	-1	-7	-3	0	1	-3	0.4	1.1
O=S(=O)(c1ccc(F)c(F)c1)N1CCN(c2ncccn2)CC1	-3	5	0	-4	5	-1	22	0.3	2.3
O=S(=O)(Nc1ncccn1)c1ccc(NS(=O)(=O)c2cccc(Cl)c2Cl)cc1	-3	-10	-1	13	-3	4	-4	-0.7	3.0
Cc1ccc(CN2C(=O)CCC2C(=O)NCCCN2CCOCC2)cc1 (stereo not drawn)	-1	-1	1	-14	1	1	-3	0.8	-0.4
C=CCn1c(SCC(=O)NC2CCCCC2)nnc1-c1sc(N)nc1C	-2	-12	-3	-17	4	3	3	-1.3	-3.2
CCN(CC)c1ccc([C@H]2[C@@H]3CCCC[C@]3(O)CCN2CC(=O)NCc2ccco2)cc1	1	-20	-1	·	-16	-1	·	-0.5	·
CN1CCC(N(C)C(=O)COc2ccc(S(=O)(=O)N3CCOCC3)cc2)CC1	-6	3	-2	-1	-12	2	11	0.2	-0.4
C=CCOc1ccccc1CN1CCC(Oc2ccc(C(=O)N3CCCC3)cc2)CC1	-1	-2	-5	18	-12	5	-22	0.0	-0.2
CCCn1c(C)nnc1SCC(=O)NC1CCCCC1	-4	1	0	-5	9	2	-1	0.0	0.4
COc1ccccc1-c1nnc2sc(COc3ccc(Cl)cc3)nn12	0	8	-5	·	-2	0	·	-0.4	·
Nc1nonc1-c1nc2ccccc2[nH]1	-4	-7	-2	10	-9	2	5	-0.2	1.0
O=C(Cn1cc2c(n1)CCCC2)NCC1CCCO1 (stereo not drawn)	1	·	-5	-26	2	2	-4	0.6	0.3
Cc1ccc(OCC(=O)N2CCC3(CC2)CC(=O)c2ccccc2O3)cc1	-2	21	-2	2	-10	3	5	-0.4	-1.5
O=C(NC1CCCC1)C(c1cccnc1)N(Cc1ccccc1)C(=O)c1csnn1 (stereo not drawn)	-1	-4	1	·	-5	0	·	0.6	·
CCn1c(C(=O)O)c(CC(=O)NC2CCCCCC2)c2ccccc21	10	-3	3	13	-4	-2	10	0.3	-0.4
CCOC(=O)Cc1csc(SCc2cc(=O)oc3cc(O)ccc23)n1	5	13	6	·	-10	0	5	-0.4	·
CC(=O)Nc1ccc(S(=O)(=O)Nc2nnc(C(C)C)s2)cc1	3	-1	1	-4	·	3	-1	1.7	-0.1
O=C(N/N=C/c1cccnc1)c1ccccc1NS(=O)(=O)c1cccs1	0	-4	0	-4	1	-2	19	0.0	-0.1
CN(CC(=O)Nc1cccc(F)c1)C(=O)c1ccc(COc2ccccc2)cc1	0	5	-2	-6	1	12	19	-0.8	0.4
Cc1ccc(NC(=O)c2ccccc2OCc2ccc([N+](=O)[O-])cc2)nc1	0	-5	-5	3	·	1	9	0.5	0.6
CN(Cc1cnccn1)C(=O)CC1C(=O)NCCN1Cc1cccc(Oc2ccccc2)c1 (stereo not drawn)	-4	-3	0	-9	2	1	13	-0.3	-0.4
O=C(NCCCO)c1ccc2nc(-c3ccco3)c(-c3ccco3)nc2c1	0	17	0	-24	-22	1	4	0.7	4.3
CCOc1cc(C)c(S(=O)(=O)Nc2ccc(F)cc2)cc1C	6	-12	-3	-2	5	-1	1	-1.9	0.0
CCn1ccnc1CN(C)Cc1c(C(=O)N2C[C@@H](C)O[C@@H](C)C2)nc2ccc(Cl)cn12	-3	-7	-2	6	14	0	-1	-0.4	0.5
O=C(CCc1nnc(-c2ccccc2)o1)NCc1c(F)cccc1F	-10	-1	-2	26	8	2	-11	1.6	-0.2
COc1ccc(C)cc1N(CC(=O)O)S(=O)(=O)c1ccc(C)cc1	-1	2	3	20	-26	3	0	0.8	0.8
CCOc1ccc2[nH]cc(C(=O)NCCc3ccccc3)c(=O)c2c1	-4	-2	-6	-10	-5	0	-3	-2.0	-2.1
COc1cc2c(cc1OC)/C(=C/C(=O)c1ccccc1F)NCC2	3	4	-11	-24	-7	0	7	-0.5	0.2
CCCCn1c(N)c(N(CC)C(=O)/C=C/c2ccco2)c(=O)[nH]c1=O	1	5	-1	13	-4	2	-6	0.7	0.9
COc1cccc(CC(=O)OC(C)C(=O)Nc2ccc(Cl)cn2)c1 (stereo not drawn)	-5	-36	-2	-15	-35*	4	-11	-0.9	-1.5
COCCNC(=O)CN(Cc1ccccc1)S(=O)(=O)c1ccc2nc(C)sc2c1	1	-2	-2	4	10	0	6	0.0	0.1
O=C(NCCCN1CCOCC1)c1ccc2c(=O)n(CCc3ccccc3)c(=O)[nH]c2c1	-7	-18	-1	-6	-10	4	-5	0.9	0.4
CCOCCCNC(=O)C1CCN(C(=O)N(C)C)CC1	-3	4	9	2	0	2	0	-0.8	0.0
O=C(NC1=NCCS1)c1ccc(Cl)c(S(=O)(=O)N2CCc3ccccc32)c1	2	7	-3	-10	-13	2	1	0.7	1.6
COc1ccc(C(=O)Nc2nc(-c3ccc(Br)cc3)ns2)cc1	-4	-6	0	·	-11	1	-11	0.8	1.4
COCCOC(=O)C1=C(C)N(Cc2ccccc2)C(=O)NC1c1ccc(OC)cc1 (stereo not drawn)	-11	-2	-3	-19	2	0	-7	-0.9	0.1
O=C(O)c1ccc(S(=O)(=O)N2CCC(NC(=O)C3CCCCC3)CC2)cc1	-2	-2	·	-3	2	8	3	-0.3	-0.7
CN(C)c1cccc(/C=C(\C#N)c2ccccc2)c1	17	6	0	-6	-32*	-1	4	-0.7	0.6
CSC1=NC2C(N1)N(C)C(=O)N2C (stereo not drawn)	39*	2	4	·	14	4	·	0.0	·
Cn1c(C(=O)NCCCN2CCOCC2)cc2c(=O)n(C)c3ccccc3c21	-3	-4	·	-16	-29	0	-9	0.2	-0.7
CCOC(=O)N1CCC(NC(=O)CC(NS(=O)(=O)c2ccc(Cl)cc2)c2ccco2)CC1 (stereo not drawn)	0	-2	-2	-18	-4	2	·	-0.2	1.0
COc1ccc(-c2sc3cc4c(cc3c2C#CC2(O)CCCCC2)OCO4)cc1	9	·	15	1	·	2	10	0.2	0.2
Cc1ccccc1CN(c1ccc(C(=O)N2CCCC2)cc1)S(C)(=O)=O	-5	-15	-2	3	-3	6	0	-0.8	4.5
N#Cc1nc(-c2ccccc2F)oc1N1CCCC1	1	11	-5	-14	-1	2	0	-1.0	1.9
COc1cccc(CNC(=O)Cn2c(=O)ccc3cc(S(=O)(=O)N4CCCC4)ccc32)c1	9	·	2	·	15	0	0	0.2	1.0
Cc1cc(NC(=O)CSc2ncc(C(=O)Nc3ccc(C)c(C)c3)c(=O)n2C)no1	0	7	-3	·	·	-2	10	0.4	0.7

Further compounds
Molecule	TRHR PAM	RXFP1 antagonist	D1 potentiator	D2 antag	D1 antag	D1 agonist	D2 potentiator	TRHR ag	D2 agonist
COc1ccc(C(=O)NCc2oc(-c3ccccc3)cc2C(=O)O)cc1	-5	1	-1	6	-2	4	3	0.8	0.0
CCOc1cc(CN2CCc3c([nH]c4ccccc34)C2)ccc1OC	-2	-21	1	9	-6	8	-17	2.0	0.1
CCCCN(CC)C(=O)Cc1c(C(=O)O)[nH]c2ccc(Cl)cc12	-1	-2	-1	-11	-20	1	-3	0.0	0.3
COC(=O)Cn1c(CN2CCN(C(=O)c3ccco3)CC2)nc2c1c(=O)n(C)c(=O)n2C	2	15	-2	·	3	3	·	0.2	·
COC1CCN(C(=O)C2CCC(=O)N(CCc3cccc(F)c3)C2)CC1 (stereo not drawn)	-5	-3	4	3	2	4	8	0.3	-0.1
O=C(NCc1cccc(Cl)c1)c1cnc(N2CCCCC2)c2ccccc12	-4	?	-4	·	17	2	10	0.0	0.3
COc1cc(NC(=S)Nc2ccc3c(c2)OCCO3)cc(OC)c1OC	2	3	-2	5	6	0	3	-0.3	0.2
CCN(CC)C(=O)Nc1ccc(Br)cc1	-2	1	-7	4	-25	3	-8	-0.7	2.4
CCCOc1cccc(C2C(C(=O)c3ccco3)=C(O)C(=O)N2CCN(CC)CC)c1 (stereo not drawn)	13	-8	4	-9	0	1	-7	0.0	0.4
CCc1c(C)[nH]c(=S)c(C#N)c1C	1	-9	-2	-8	0	2	1	0.1	0.6
Cc1c(C(=O)N2CCN(c3ccccc3)CC2)sc2ncnc(N3CCC(C)CC3)c12	-2	·	-1	-3	-17	2	-3	0.1	0.2
COc1cccc(CNC(=O)Cc2ccc(NC(=O)N3CCCCc4ccccc43)cc2)c1OC	1	·	-5	·	0	7	-6	-0.1	0.6

3 structures already listed, ordered by formula weight, highest first:
Molecule	TRHR PAM	RXFP1 antagonist	D1 potentiator	D2 antag	D1 antag	D1 agonist	D2 potentiator	TRHR ag	D2 agonist
COc1cc(NC(=S)Nc2ccc3c(c2)OCCO3)cc(OC)c1OC	2	3	-2	5	6	0	3	-0.3	0.2
CCN(CC)C(=O)Nc1ccc(Br)cc1	-2	1	-7	4	-25	3	-8	-0.7	2.4
CCc1c(C)[nH]c(=S)c(C#N)c1C	1	-9	-2	-8	0	2	1	0.1	0.6
